Screens: PubChem, National Center for Advancing Translational Sciences (NCATS)
Pf growth 48h = P. falciparum growth inhibition at 48 hours (one generation); P. falciparum luciferase growth in erythrocytes, 48 h; Potency, µM (titrated, usually from 28.7 µM), inactives show at the highest dose activity change, negative = inhibition, actives largely listed as inhibitors; 310,000 tested, 5.9% active; further: potency means the concentration at half of the fitted maximal effect; on the % scale 0 is the no-effect control and ±100 the full control effect
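In quantitative HTS format, infected erythrocytes bearing luciferase-reporter parasites were treated for a single generation at 37 C. Luminescence after adding detection reagent served as the growth measure.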
Pf growth 96h = inhibits malaria parasite growth, 96 h; 320,000 tested, 6.9% active; P. falciparum luciferase reporter growth, 96 h; Potency, µM (top dose mostly 28.7 µM), without a hit: at the highest dose activity change, negative = inhibition, actives largely listed as inhibitors; AID 504834; further: potency means the concentration at half of the fitted maximal effect; on the % scale 0 is the no-effect control and ±100 the full control effect
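96 h incubation, 37 C, 5% CO2, of luciferase-reporter P. falciparum-infected RBCs (2% hematocrit, 0.05% parasitemia final) with test compounds; endpoint luminescence.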
CHX counter = affects cycloheximide protein synthesis inhibition readout, counter-screen; cell reporter, cycloheximide protein synthesis inhibition counterscreen; max response, %; 300,000 tested, 12% active; AID 2314; in the data active means max response mostly above about 13%, no sharp cut-off; inactive means mostly below about 14%; further: read at 38.3 µM for the half of the compounds with a filed dose; 0% is about no effect
Shiga inhibitor = Shiga toxin inhibition. 290,000 tested, 9.2% active. Vero cells, Shiga toxin protein synthesis inhibition reporter. inhibition, % at 38.7 µM; in the data active means inhibition mostly above about 28%, no sharp cut-off; inactive means mostly below about 43%; further: 0% is about no effect
LmPK inh = blocks Leishmania mexicana pyruvate kinase activity; Q27686; purified LmPK, Kinase-Glo ATP luminescence, 1 h; Potency, µM (titrated, usually from 57.5 µM), for inactives: at the highest dose activity change, negative = inhibition, most hits filed as inhibitors; 290,000 tested, 0.37% active; AID 1721; further: potency means the concentration at half of the fitted maximal effect; on the % scale 0 is the no-effect control and ±100 the full control effect
Target sequence (Q27686 whole entry, looked up): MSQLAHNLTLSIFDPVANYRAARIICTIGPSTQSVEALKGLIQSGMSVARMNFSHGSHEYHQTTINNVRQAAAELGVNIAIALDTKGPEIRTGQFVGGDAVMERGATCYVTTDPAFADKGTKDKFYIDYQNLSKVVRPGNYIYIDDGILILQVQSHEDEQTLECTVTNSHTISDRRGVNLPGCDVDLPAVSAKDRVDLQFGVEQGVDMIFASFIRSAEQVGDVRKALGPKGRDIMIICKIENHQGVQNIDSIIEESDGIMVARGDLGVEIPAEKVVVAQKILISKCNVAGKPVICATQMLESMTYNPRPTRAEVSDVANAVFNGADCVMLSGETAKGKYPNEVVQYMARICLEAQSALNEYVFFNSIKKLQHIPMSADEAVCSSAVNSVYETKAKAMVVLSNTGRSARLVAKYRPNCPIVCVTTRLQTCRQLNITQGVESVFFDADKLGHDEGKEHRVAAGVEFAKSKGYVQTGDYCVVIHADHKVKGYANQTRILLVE
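qHTS format; LmPK 0.1 nM; substrates PEP 0.5 mM and ADP 0.1 mM. One-hour room-temperature incubation, then coupled luciferase luminescence; 0.5 nM enzyme wells mark activation.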
AmpC inh no detg = inhibitors of E. coli AmpC beta-lactamase without detergent. 330,000 tested, 0.52% active. AmpC nitrocefin hydrolysis, absorbance 480 nm, 0.0001% Triton. P00811. AID 485341. Potency, µM (highest dose often 57.1 µM), for the others: at the highest dose activity change, negative = inhibition, most hits filed as inhibitors;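 further: potency means the concentration at half of the fitted maximal effect; plate controls were no compound for no effect and no enzyme for full effect; nearly all actives have a fitted effect of over 20% in size; some results filed as inactive show a strong effect at the top dose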
Target sequence (P00811 whole entry, looked up): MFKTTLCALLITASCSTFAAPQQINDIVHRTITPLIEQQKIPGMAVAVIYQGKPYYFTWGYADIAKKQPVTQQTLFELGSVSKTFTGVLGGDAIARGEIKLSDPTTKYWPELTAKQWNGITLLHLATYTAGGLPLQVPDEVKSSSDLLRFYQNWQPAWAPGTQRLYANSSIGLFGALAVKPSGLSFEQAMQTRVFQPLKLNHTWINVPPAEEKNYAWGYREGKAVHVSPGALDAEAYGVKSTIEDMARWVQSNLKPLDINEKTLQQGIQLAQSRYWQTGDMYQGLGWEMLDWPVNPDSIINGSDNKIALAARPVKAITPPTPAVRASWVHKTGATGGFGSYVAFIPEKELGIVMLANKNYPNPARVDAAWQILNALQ
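AmpC (5.3 nM in the dispensed reagent) in 20 mM phosphate pH 7.0 with 0.01% (detergent screen) or 0.0001% Triton X-100 was preincubated with compounds for 15 min at room temperature. Nitrocefin was then added from an 800 uM solution, and hydrolysis was followed at 480 nm.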
TbPYK inhibitor = T. brucei pyruvate kinase inhibition; Q57TT1; 410,000 tested, 0.12% active; TbPYK enzyme, Kinase-Glo Plus ATP luminescence, 45 min; Potency, µM (highest dose often 76.8 µM), without a hit: top-dose activity, negative = inhibition, hits mostly inhibitors; AID 624173; further: potency means the concentration at half of the fitted maximal effect; on the % scale 0 is the no-effect control and ±100 the full control effect; nearly all actives have a fitted effect of over 50% in size
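T. brucei PYK with substrate was exposed to pin-transferred compounds across a concentration series, then started with 130 uM ADP (final). After 45 min at room temperature, Kinase-Glo Plus luminescence was read, normalized and curve-fitted.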
Numbers without * were called inactive; ? = inconclusive; · = not tested or not shown; & = joins results of further samples; [ ] = remark or other dose. Unless noted, the call rests on the fitted dose curve; in most records, active means well fitted curve in the direction sought with a large enough effect; inconclusive means small, poorly fitted or top-dose-only effect, or another doubt; inactive means no such curve, though single readings can be large; an effect the other way counts as inactive or inconclusive.

entry | SMILES | Pf growth 48h | Pf growth 96h | CHX counter | Shiga inhibitor
1 | COc1ccc(CC(=O)Nc2ccccc2C(=O)NCCc2ccccc2)cc1 | ? | 12µM* | 30* | 48*
2 | CCCC(c1nnnn1CCOC)N(Cc1cc2cc(C)c(C)cc2[nH]c1=O)CC1CCCO1 (stereo not given) | ? | ? | -1 | -2
3 | C(=N\c1nccs1)/c1cccnc1 | -3% | ? | -4 | 19
4 | c1ccc2c(c1)c1c3n2CCNC3CCC1 (stereo not given) | 8% | 1%[5.75 µM] | 13 | -8
5 | COc1ccc(C2CC(=O)C(C=NCCO)=C(O)C2)cc1OC (stereo not given) | 26% | 56%[activator] | -2 | -5
6 | COc1cccc(CCC(=O)N2CCC(n3nccc3NC(=O)C3CCOC3)CC2)c1 (stereo not given) | -13% | -1% | 13 | -8
7 | N#Cc1c(N)nc(SCC(=O)C23CC4CC(CC(C4)C2)C3)c(C#N)c1-c1ccc(Cl)cc1 | · | -8% | 2 | 13
8 | COc1ccc(-n2c(CN3CCN(c4ccccn4)CC3)nc3ccc([N+](=O)[O-])cc3c2=O)c(OC)c1 | 12µM* | -1% | -5 | -19
9 | COc1ccc(C(=O)CCc2ccccc2)cc1 | · | ? | 43* | 117*
10 | CSc1ncccc1C(=O)OCC(=O)Nc1ccc2c(c1)CCC2 | -7% | 12% | · | ·
11 | CCOC(=O)CNC(=O)c1cn(CC(C)C)c(=O)c2cc(OC)c(OC)cc12 | -7% | ? | 0 | 11
12 | COc1cc(C(=O)N2CCN(c3ccccc3OC)CC2)c([N+](=O)[O-])cc1OC | 19% | ? | -6 | 14

entry | LmPK inh | AmpC inh no detg | TbPYK inhibitor
1 | -4% | -51% | 4%
2 | -3% | -8% | -6%
3 | 1% | -20% | 4%
4 | 6% | -14% | 5%
5 | 5% | -24% | 3%
6 | -3% | 38% | 1%
7 | 6% | -23% | -7%
8 | -5% | 121%[activator] | 4%
9 | -5% | -42% | -10%
10 | · | -25% | 2%
11 | 2% | -11% | 1%
12 | 3% | 68%[activator] | 3%

The list continues:
entry | SMILES | Pf growth 48h | Pf growth 96h | CHX counter | Shiga inhibitor
13 | Cc1cc(C)n(-c2nc3c(c(=O)n(C)c(=O)n3C)n2CCO)n1 | -2% | -1% | -11 | -13
14 | Cc1ccc(CNC(=O)c2cc(=O)c3cc(C)ccc3o2)cc1 | -18%[0.00184 µM] | -27% | 5 | -2
15 | c1cncc(-c2nc3ccccc3o2)c1 | 47%[activator] | ? | 21* | 39
16 | Cc1cccc(NC(=O)CN(C)C(C)C(=O)Nc2ccc(S(=O)(=O)N3CCCC3)cc2)c1C (stereo not given) | 13µM* | ? | · | ·
17 | Cc1c(NC(=O)C(C)Sc2ccc3ccccc3n2)c(=O)n(-c2ccccc2)n1C (stereo not given) | -10% | · | -4 | -4
18 | Cc1nn(C)c(C)c1CN(C)C(=O)C1c2ccccc2Oc2ccccc21 | -21% | ? | -4 | -6
19 | CN(Cc1cn(Cc2ccccc2)nc1-c1ccc2c(c1)OCO2)Cc1nccn1C | ? | 15µM* | 7 | -8
20 | Cc1nn2c(=O)c(NC(=O)c3ccc(Cl)cc3)cnc2s1 | 4% | 17% | 36* | 52*
21 | Oc1ccc2oc3c(c2c1/C=N/n1cnnc1)CCCC3 | -7% | ? | 17 | 26
22 | N#CCC(=O)Nc1ccc(C(=O)Nc2cccnc2)cc1 | ? | 8% | -2 | -7
23 | COc1ccc(NC(=S)N2CCN(c3ncccn3)CC2)cc1 | 6% | 2%[5.75 µM] | -2 | -2
24 | Cc1cc(F)ccc1S(=O)(=O)Nc1ccc(O)c(Sc2ncn[nH]2)c1 | -2% | 0% | -5 | -19

entry | LmPK inh | AmpC inh no detg | TbPYK inhibitor
13 | -11% | -2% | 1%
14 | 0% | -4% | 2%&0%
15 | -14% | 2% | -7%
16 | · | 31% | -5%
17 | 2% | -9% | -6%
18 | 6% | 27% | -5%
19 | 3% | 71%[activator] | -6%
20 | 2% | -10% | -9%
21 | 0% | 0% | 5%
22 | 5% | -45% | 3%
23 | 4% | -24% | -2%
24 | -4% | -35% | 9%

Other structures
entry | SMILES | Pf growth 48h | Pf growth 96h | CHX counter | Shiga inhibitor
25 | NS(=O)(=O)c1cccc(NC(=O)CSc2nc3ccccc3c(=O)n2CC2CCCO2)c1 (stereo not given) | 10% | -18% | · | ·
26 | O=C(COC(=O)c1ccc[n+]([O-])c1)Nc1ccc(Cl)cc1[N+](=O)[O-] | ? | -15% | · | ·
27 | CCOC(=O)C1CCN(S(=O)(=O)Cc2ccc(Cl)cc2)CC1 | 18% | 6% | 4 | -3
28 | COc1ccccc1N1CCN(C(=O)c2cc3cc(C)ccc3[nH]2)CC1 | ? | ? | -1 | ·
29 | CCCc1cc(C(=O)Nc2nnc(C)s2)cs1 | 86%[activator] | 3% | 33* | 128*
30 | CCC1C(=O)N=C(SCC(=O)Nc2nc3ccccc3s2)NC1=O (stereo not given) | -6% | -30% | -1 | 9
31 | Cc1ccc(S(=O)(=O)N2CCN(c3ncnc4ccccc34)CC2)cc1 | ? | ? | · | ·
32 | Cc1ccc(NC(=O)Cn2c(O)c(N=NS(=O)(=O)c3ccc(C)cc3)c3ccccc32)cc1 | 4% | ? | -3 | -9
33 | Cc1ccc(CN2CCN(Cc3c[nH]c4ccccc34)CC2CCO)o1 (stereo not given) | 88%[activator] | 6% | 17 | 10
34 | N#CCCCSc1nnnn1-c1cccc(Cl)c1 | 13% | ? | -3 | -12
35 | CC(NC(=O)c1ccccc1OC(F)F)c1ccc(-n2ccnc2)cc1 (stereo not given) | ? | 12µM* | 13 | 10
36 | CCNC(=O)c1sc(=S)n(CC)c1N | 12% | 51%[activator] | -3 | -12

entry | LmPK inh | AmpC inh no detg | TbPYK inhibitor
25 | · | -36% | 1%
26 | · | -27% | -5%
27 | -1% | 7% | 2%
28 | 2% | 44% | -3%
29 | 3% | -25% | 2%
30 | -7% | -12% | 1%
31 | · | -19% | 6%
32 | 2% | ? | ?
33 | -1% | 17% | 1%
34 | -1% | -18% | -1%
35 | -10% | 114%[activator] | -1%
36 | 2% | -17% | 5%

Next part.
entry | SMILES | Pf growth 48h | Pf growth 96h | CHX counter | Shiga inhibitor
37 | COCCNC(=O)c1cccc(OC2CCN(Cc3cccc(C(C)=O)c3)CC2)c1 | -10% | 0% | 1 | 4
38 | O=C(O)Cc1csc(Nc2cccc(Cl)c2)n1 | 37%[activator] | 13µM* | 16* | 47
39 | COc1cccc(OCc2nnc(SC)n2C)c1 | 91%[activator] | 51%[activator] | 32* | 45
40 | O=C(CN1CCCc2ccccc21)N/N=C/c1ccc(F)cc1F | ? | ? | -3 | -8
41 | CC1CN(C(=O)c2cccc(S(=O)(=O)N3CCOCC3)c2)CC(C)O1 (stereo not given) | 17% | -7% | 6 | -18
42 | O=C(C1CC1)N1CCc2sccc2C1c1ccc(Cl)cc1 (stereo not given) | ? | ? | -3 | 21
43 | Cc1cc(Cl)c2oc(C(=O)N3CCCCC3CCN3CCCC3=O)c(C)c2c1 (stereo not given) | 10% | ? | -1 | -12
44 | CC(=O)c1ccc(S(=O)(=O)Nc2cccc(-c3ccc4nncn4n3)c2)cc1 | ? | -26% | -5 | -7
45 | CC1CCc2c(sc3ncnc(NCCCOC(C)C)c23)C1 (stereo not given) | · | -9% | 14 | 15
46 | Cc1ccc(C(=O)Nc2ccc(N3CCN(C)CC3)nc2)cc1 | 413%[activator] | ? | 32* | 41
47 | CC(=NCCN1CCOCC1)C1=C(O)c2ccccc2C1=O | 53%[activator] | 33% | 2 | -10
48 | CC(=O)Nc1ccc(S(=O)(=O)N2CCC(C(=O)NC3CC3)CC2)cc1 | 6% | ? | -7 | -3

entry | LmPK inh | AmpC inh no detg | TbPYK inhibitor
37 | -3% | -3% | 2%
38 | -3% | -19% | ?
39 | -5% | 0% | -12%
40 | 5% | -35% | -4%
41 | 0% | -2% | 7%
42 | 11% | -19% | 4%
43 | -10% | -17% | 3%
44 | -3% | -14% | 3%
45 | -5% | 113%[activator] | -9%
46 | 1% | -19% | -6%
47 | 0% | -1% | 6%
48 | -2% | -6% | 4%

Other results follow.
entry | SMILES | Pf growth 48h | Pf growth 96h | CHX counter | Shiga inhibitor
49 | CC(C)N(Cc1nccn1C)C(=O)CCc1nnc(CCCc2ccccc2)o1 | 3% | 3% | 56* | 59*
50 | O=S(=O)(NC1CCN(S(=O)(=O)c2c(F)cccc2F)C1)c1ccc2c(c1)OCCO2 (stereo not given) | 1% | ? | 5 | -13
51 | Cc1cccc(N2CCN(C(=O)C3CCN(S(=O)(=O)c4c(C)noc4C)CC3)CC2C)c1 (stereo not given) | -12% | 4% | 8 | 17
52 | Cc1nn(C)c(Sc2ccccc2N)c1[N+](=O)[O-] | 9% | 5% | 29* | 90
53 | Cc1nnc(SCC(=O)Nc2cccc(Cl)c2)n1CC1CCCO1 (stereo not given) | 17% | -19% | -3 | 13
54 | CCN(CC)C(=O)Cn1ccc(NC(C)=O)nc1=O | 3% | ? | -3 | 3
55 | Nc1c(N=Nc2ccccc2F)c(=O)[nH]n1-c1ccccc1 | 151%[activator] | 384%[activator] | 44* | 63*
56 | CCOC(=O)N(NC(=O)C(O)(CC(C)C)CC(C)C)c1ccccc1 | -11% | 18% | 2 | -5

entry | LmPK inh | AmpC inh no detg | TbPYK inhibitor
49 | 0% | 16% | 7%
50 | · | -15% | -1%
51 | 3% | 199%[activator] | -13%&2%
52 | 2% | 27% | ?
53 | -1% | -2% | -7%
54 | 2% | -6% | -4%
55 | -6% | -6% | -17%
56 | -4% | 13% | 5%
